# SENP8 block-1: SENP8 (human) protease inhibition | Q96LD8 | recombinant SENP8, Nedd8 substrate fluorescence | inhibition, % at 20 µM | actives 0.64% (n = 360,000) | AID 602440; in the data active = inhibition mostly above about 40%, no sharp cut-off; inactive = mostly below about 27%
# SENP7 inh: inhibitors of human SENP7 protease. inhibition, % at 5 µM. recombinant SENP7, Z-RLRGG-aminoluciferin luminescence, 40 min. actives 1.5% (n = 330,000). AID 434973. Q9BQF6;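 active = inhibition above about 50% at the single test dose, limit read from the data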;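 also: plate controls were DMSO with enzyme for no effect and no enzyme buffer wells for full effect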
# SENP1 inh: blocks the human SENP1 SUMO protease catalytic domain; inhibition, % at 10 µM; actives 0.21% (n = 360,000); recombinant SENP1 catalytic domain, CyPet-SUMO1-YPet FRET cleavage; AID 624204;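 active = inhibition at least 30% at 10 µM, raw YFP signal under a set limit, fluorescence ratio 0.5 to 1.5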;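 also: 0% = enzyme with DMSO and 100% = no enzyme wells; some results filed as inactive read as strong as hits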
#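 Test system: recombinant human SENP1 catalytic domain, His6-tagged / Medium: pH 8 Tris buffer with EDTA, NaCl, BME, BSA, NP40, catalase / Also added: SUMO1 FRET substrate flanked by Cypet and Ypet, 25 nM / Times: 50 min reaction at room temperature / Signal: FRET, CFP and YFP emission / Control set: no-enzyme low control and enzyme-plus-DMSO high control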
# Apaf-1 inh: human Apaf-1 inhibition; reconstituted apoptosome caspase-3 activity, DEVD-Rh110 fluorescence; inhibition, % at 20 µM; actives 0.71% (n = 330,000); AID 489030; active = inhibition of at least 40% at 20 µM;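 also: plate controls were DMSO wells for no effect and DEVD-CHO caspase inhibitor wells for full effect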
# Target sequence (O14727 whole entry, looked up): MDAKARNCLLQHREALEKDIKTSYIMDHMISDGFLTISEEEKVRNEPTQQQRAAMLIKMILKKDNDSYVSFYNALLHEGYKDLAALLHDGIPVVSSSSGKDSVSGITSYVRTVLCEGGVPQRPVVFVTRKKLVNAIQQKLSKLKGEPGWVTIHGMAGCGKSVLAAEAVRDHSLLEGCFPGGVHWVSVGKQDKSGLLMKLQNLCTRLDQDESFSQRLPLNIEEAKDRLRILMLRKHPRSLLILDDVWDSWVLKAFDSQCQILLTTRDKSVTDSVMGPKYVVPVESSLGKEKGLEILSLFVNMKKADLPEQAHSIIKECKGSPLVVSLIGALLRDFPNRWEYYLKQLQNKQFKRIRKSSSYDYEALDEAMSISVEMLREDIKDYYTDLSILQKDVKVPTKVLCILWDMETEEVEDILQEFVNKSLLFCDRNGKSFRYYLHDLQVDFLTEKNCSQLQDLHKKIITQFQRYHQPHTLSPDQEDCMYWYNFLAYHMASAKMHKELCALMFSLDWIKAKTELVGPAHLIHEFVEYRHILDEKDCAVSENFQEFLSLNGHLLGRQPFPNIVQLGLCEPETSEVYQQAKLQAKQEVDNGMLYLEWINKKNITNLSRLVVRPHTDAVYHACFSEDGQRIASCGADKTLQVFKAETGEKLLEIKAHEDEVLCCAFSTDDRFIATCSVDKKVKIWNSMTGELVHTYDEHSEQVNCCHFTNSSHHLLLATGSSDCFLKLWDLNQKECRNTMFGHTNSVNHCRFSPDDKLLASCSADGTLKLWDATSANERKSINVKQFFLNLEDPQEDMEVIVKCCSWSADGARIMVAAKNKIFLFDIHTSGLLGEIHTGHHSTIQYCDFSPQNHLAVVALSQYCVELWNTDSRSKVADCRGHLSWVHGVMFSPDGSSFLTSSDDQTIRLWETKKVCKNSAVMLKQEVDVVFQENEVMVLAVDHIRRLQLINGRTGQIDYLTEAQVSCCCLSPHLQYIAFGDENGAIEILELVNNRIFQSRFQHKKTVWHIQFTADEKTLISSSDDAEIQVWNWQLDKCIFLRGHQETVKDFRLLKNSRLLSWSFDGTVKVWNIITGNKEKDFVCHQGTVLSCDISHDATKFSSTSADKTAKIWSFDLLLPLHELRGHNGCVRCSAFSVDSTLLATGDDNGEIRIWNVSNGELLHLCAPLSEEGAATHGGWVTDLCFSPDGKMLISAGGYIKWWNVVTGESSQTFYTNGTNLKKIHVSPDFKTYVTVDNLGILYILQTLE
#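 Material: reconstituted apoptosome with Apaf-1, cytochrome c, caspase-9, procaspase-3, dATP. Technique: Rh110 fluorescence intensity. Buffer or medium: pH 7.5 Hepes buffer with CHAPS, BSA, DTT. Times: 30 min plus 50 min, RT.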
# SENP8 block-2: blocks the human protease SENP8; AID 2540; purified SENP8, Z-RLRGG-aminoluciferin cleavage, luminescence; inhibition, % at 10 µM; actives 1.2% (n = 330,000); Q96LD8; in the data active = inhibition above about 50%
# HKDC1 inh: blocks human hexokinase HKDC1 activity; Q2TB90; recombinant HKDC1, G6PDH/diaphorase resazurin coupled fluorescence; inhibition, % at 20 µM; actives 0.16% (n = 340,000);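 active = inhibition above about 35% when tested at 20 µM, limit read from the data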;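 also: plate controls were DMSO wells with enzyme for no effect and DMSO wells lacking enzyme for full effect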
#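 Assay system: recombinant HKDC1 hexokinase; detection: coupled resazurin fluorescence, excitation 525 nm, emission 613 nm; benchmarks: DMSO-plus-enzyme-mix negative control, buffer-substituted positive control; compound dosing: single 20 µM dose; schedule: 90 min at room temperature in dark; also added: glucose plus 1 mM ATP as hexokinase substrates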
# SENP6 block: inhibitors of human SENP6 protease; actives 1.8% (n = 330,000); Recombinant SENP6 catalytic domain, aminoluciferin luminescence; Q9GZR1; AID 2599; inhibition, % at 10 µM;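 active = inhibition above about 50% at the single tested dose, limit read from the data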;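 also: plate controls were DMSO wells with enzyme for no effect and DMSO wells lacking enzyme for full effect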
# PfGluPho inh: PfG6PD (Plasmodium falciparum) enzyme inhibition | PfGluPho enzyme, NADPH resazurin-diaphorase fluorescence | inhibition, % at 20 µM | actives 0.78% (n = 350,000) | AID 504690;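 active = inhibition reaching at least a set limit at 20 µM in the primary screen, cut at about 59% in these data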;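 also: 0% = DMSO wells with substrate and 100% = DMSO wells lacking glucose-6-phosphate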
# * marks the source's active call; other numbers are inactive results; i = inactive; / = no result given.
SMILES,SENP8 block-1,SENP7 inh,SENP1 inh,Apaf-1 inh,SENP8 block-2,HKDC1 inh,SENP6 block,PfGluPho inh
O=C(NC(=S)NCCN1CCOCC1)c1ccccc1Cl,5,11,2,13,0,-6,-1,-6
CCOC(=O)C(NC(=O)CCl)(Nc1sc(C)c(CC)c1C#N)C(F)(F)F (stereo unspecified),21,-1,1,5,-9,14,2,-9
Cc1cccc(NC(=O)C23CCC(C)(C2Br)C3(C)C)c1 (stereo unspecified),21,-9,-1,10,-6,2,-11,17
O=C(Nc1c(F)cccc1F)C(c1ccccc1)c1ccccc1,23,-2,1,-10,0,1,-33,-7
CCOc1ccc(NC(=O)CCC(=O)c2ccc(F)cc2)cc1,10,6,0,4,0,-8,15,-6
CCOc1ccccc1NC(=O)CSc1nnc2c(CC)c(C)nc(N)n12,15,5,3,4,2,17,-12,-19
COc1ccc(C2Nc3ccccc3C(=O)N2NS(=O)(=O)c2ccc(C)cc2)cc1 (stereo unspecified),-449,-2,-3,13,9,16,2,-9
CCN(CC)CCOC(=O)c1cccc(Br)c1,24,1,-3,-1,7,-7,-4,-6
CCOc1cc(C2C3=C(CC(C)(C)CC3=O)N(C)C3=C2C(=O)CC(C)(C)C3)ccc1O,-375,0,-133,11,4,4,18,0
CC1=CC(=O)O[C@@H]1[C@@]1(C)C[C@H]2OC(=O)C[C@H]3[C@@H](C)C(=O)C(O)=C1[C@@]23CO,21,-4,-1,-9,-1,-2,7,8
N#CC1=C(N)Oc2cc(N)ccc2C1C1CCCCC1 (stereo unspecified),i,10,-22,9,1,1,6,-3
Cc1cccc(OCC(=O)NNC(=O)Nc2cccc(Cl)c2)c1C,6,-5,2,1,-10,-8,-17,-3
Cc1cccc(CC2S/C(=N/N=C/c3ccco3)NC2=O)c1 (stereo unspecified),-3,6,0,3,1,-12,2,-11
Cc1ccc(NC(=O)CSc2nnc(-c3ccncc3)s2)cc1,-3,-6,-1,1,3,-3,7,22
CN(C1CCCCC1)S(=O)(=O)c1ccc(NC(=S)NC(=O)c2cccs2)cc1,24,10,-4,14,0,6,6,1
COc1ccccc1NC(=O)NCc1ccc2c(c1)OCO2,/,-7,/,0,-11,/,-13,/
CCOc1[nH]n(-c2ccc(Cl)cc2)c(=O)c1C=NCC(=O)OC,10,-23,2,-4,-9,-7,-3,17
O=C1C=C(c2ccc(-c3ccccc3)cc2)C[C@@H](c2ccc3c(c2)OCO3)C1,7,1,1,10,0,5,4,10
O=C(COC(=O)/C=C/c1ccccc1)NC1CCCC1,12,-5,0,4,-8,-7,-22,-5
Cn1c2c(c(=O)n(C)c1=O)C(c1ccccc1F)C(C#N)=C(N)O2 (stereo unspecified),-35,-1,-2,0,-2,0,2,-28
Cc1ccc(CN(C(=O)Cn2nnc3ccccc32)C(C(=O)NCc2ccco2)c2cccs2)cc1 (stereo unspecified),21,-5,6,17,-7,0,-20,6
O=C(CCc1ccccc1)NC1CCSC1=O (stereo unspecified),8,-2,3,-16,-5,-11,-3,-9
CCN(CC)C(=O)CSc1ncnc2c1cnn2Cc1ccccc1,-7,2,3,-8,7,-5,-3,-2
COc1ccc(-n2c(-c3ccc(Cl)cc3)c[n+]3c2CCCCC3)cc1,36,3,2,-12,3,1,-10,-11
C=CCn1c2ccccc2c(=O)c2cc(C#Cc3ccccn3)ccc21,-498,43,-30,29,56*,-2,72*,80*
CC(C)(C)NC(=O)COC(=O)c1ccccc1Oc1ccccc1,25,0,0,-5,9,-3,9,2
CSc1nncc(=O)[nH]1,11,3,2,-2,1,8,-13,-9
COc1ccccc1OCc1nnc(SCC(=O)N2CCCCC2)o1,10,8,-1,-3,6,-4,-1,11
Cc1ccc(NC(=O)Nc2ccc([N+](=O)[O-])cc2)nc1,17,-2,2,-4,0,2,-1,10
C/C=C(/C)C(=O)O[C@H]1[C@@H](O)c2c(ccc3ccc(=O)oc23)OC1(C)C,-341,1,1,-6,-3,-3,-13,5
O=C(Nc1cccc(S(=O)(=O)N2CCCCC2)c1)C1CCN(C(=O)c2ccc(Cl)cc2)CC1,8,-14,0,17,-13,6,14,-1
C=C1CCN([C@@H](C)C(=O)OCc2ccc(C)cc2)S(=O)(=O)c2ccccc21,15,10,2,11,-9,2,-7,7
CC(C)(C)c1ccc(Cn2c(=O)cnc3ccccc32)cc1,-71,8,2,18,-6,7,-10,-23
CSc1ccc(CN(C)C(=O)c2cc(S(=O)(=O)NCc3ccccc3)ccc2C)cc1,16,-2,-1,18,-4,1,-20,20
Fc1ccc(CN2CCN(C(c3ccccc3)c3ccccc3)CC2)cc1,12,1,1,12,-2,0,-13,7
CCOC(=O)c1ccc(-c2n[nH]c(=O)c3ccccc23)cc1,17,-8,1,-13,-3,-5,-22,12
COc1ccccc1N1CCN(c2ccc3ccccc3n2)CC1,-217,22,2,17,20,-5,36,15
COc1ccccc1C(=O)Nn1cnc2ccccc2c1=O,4,-14,1,-5,-4,-14,-18,3
Cc1c(CCC(=O)NCCCn2ccnc2)c(=O)oc2cc3occ(C(C)(C)C)c3cc12,-215,1,1,17,0,-1,1,7
COc1cccc(C(=O)NCCCNC(=O)c2cccc(OC)c2)c1,12,-6,1,-7,-10,-7,-4,-5
O=C(CSc1nc(-c2ccc(F)cc2)cs1)NC(=O)NCc1ccco1,2,-14,-1,7,11,2,-4,23
NC[C@H](Cc1ccccc1)NCCc1cc(C(F)(F)F)cc(C(F)(F)F)c1,17,6,-2,61*,-10,-2,-7,-13
O=C(O)CN1C(=O)CC(Cc2ccccc2)C1=O (stereo unspecified),3,15,4,6,4,-7,16,-7
COc1ccc(C(=O)Oc2ccc(C(C)=O)cc2)c(OC)c1,20,-7,3,9,-16,0,-17,-3
CCCS(=O)(=O)c1nc(S(=O)(=O)c2ccc(C)cc2)c(NCc2ccccn2)s1,4,-3,-15,17,-12,-9,3,-3
CC(C)CCNC(=O)C1CC(c2ccccc2C(F)(F)F)=NO1 (stereo unspecified),12,1,-1,14,-10,5,-11,5
Cc1nnsc1-c1nnc(SCC(=O)c2ccccc2)n1C1CC1,-54,-11,3,-5,-11,-5,-3,-1
Cc1cc(C)c(C(=O)NC2CC(C)(C)Cc3c2cnn3-c2ccccc2)o1 (stereo unspecified),7,4,2,15,1,1,-4,3
COc1ccc(C2/C(=C(/O)c3ccc4c(c3)CC(C)O4)C(=O)C(=O)N2Cc2ccncc2)cc1 (stereo unspecified),-19,-6,-2,10,-3,-1,-10,-10
O=C(Cn1nc(Br)nc1Br)c1ccccc1,16,4,1,3,1,3,-17,-21

# Next part.
SMILES,SENP8 block-1,SENP7 inh,SENP1 inh,Apaf-1 inh,SENP8 block-2,HKDC1 inh,SENP6 block,PfGluPho inh
Cc1cc(OCC(=O)NCCc2ccc(Cl)cc2)c2c(C)cc(=O)oc2c1,-167,3,-2,11,-9,-4,-15,-1
COc1ccc(C(=O)C(Sc2nnc(C)c(=O)[nH]2)c2ccc(OC)cc2)cc1 (stereo unspecified),15,-4,-1,-114,5,6,0,-31
O=C(C1=C[C@@H](C2CC2)C[C@@H](OCCCCO)O1)N1CCN(Cc2ccccc2)CC1,1,-4,-5,-1,3,-4,-5,-6
CCCn1c(NCCO)nc2ccccc21,8,4,1,-29,-1,-5,-37,-13
COc1ccc(CCN2C(=O)C=CC2=O)cc1OC,3,/,2,/,/,-6,/,54
O=C(NCc1ccccc1)c1ccc(NC(=O)C2CCCO2)cc1 (stereo unspecified),4,2,0,0,-4,1,-9,-2
CCOC(=O)C(=Cc1ccc2c(c1)OCO2)c1ccccc1,15,/,0,/,/,-3,/,3
Cc1ccc(C2CC(c3cccs3)n3nc(N)nc3N2)cc1 (stereo unspecified),9,6,-4,0,3,-8,2,5
Cc1ccccc1NC(=O)c1ccccc1N(C)S(=O)(=O)c1ccccc1,2,5,2,-17,-3,2,-1,-4
Cc1noc(C)c1COC(=O)C1CCN(S(=O)(=O)c2c(Cl)cccc2Cl)CC1,1,0,2,10,-11,4,-12,5
O=C1c2ccccc2S(=O)(=O)N1CC(O)COc1ccc(Br)cc1 (stereo unspecified),3,-5,-1,4,-3,-2,2,-13
O=C(N/N=C/c1ccco1)c1cc2ccccc2o1,-92,-3,1,-3,-17,-1,-2,22
Cc1cc(C(=O)Nc2nc3c(s2)CCCC3)no1,10,56*,2,-9,19,-7,63*,6
CCOC(=O)C1=C(O)CSC1=Nc1ccc(Cl)cc1,0,0,1,-4,0,3,-7,-30
Cc1ncc(CN2CCC(C(=O)Nc3ccc(-n4cccn4)cc3)CC2)s1,0,4,0,8,1,-2,3,5
CC(C)(C)c1ccc(NC(=O)Nc2ccc(OCC(=O)N3CCOCC3)cc2)cc1,9,6,2,-16,-2,0,-1,10
N#Cc1ccc(COC(=O)CSc2nnc(C3CCCCC3)n2N)cc1,10,2,0,15,2,-2,-10,9
COc1ccc(-c2csc(N(CCCN(C)C)C(=O)c3ccccc3F)n2)cc1,7,3,0,5,0,1,-14,14
O=C(NC1CC1)C1CCN(C2CCN(C(=O)c3ccc(C(F)(F)F)cc3)CC2)CC1,0,5,-9,8,-4,3,3,-7
O=C(Nc1ccccc1OC(F)F)c1cccc(S(=O)(=O)N2CCCC2)c1,13,-20,2,7,-16,-4,-10,12

# Arranged by formula weight (falling): some entries from above
SMILES,SENP8 block-1,SENP7 inh,SENP1 inh,Apaf-1 inh,SENP8 block-2,HKDC1 inh,SENP6 block,PfGluPho inh
Cc1noc(C)c1COC(=O)C1CCN(S(=O)(=O)c2c(Cl)cccc2Cl)CC1,1,0,2,10,-11,4,-12,5
COc1ccc(-c2csc(N(CCCN(C)C)C(=O)c3ccccc3F)n2)cc1,7,3,0,5,0,1,-14,14
O=C1c2ccccc2S(=O)(=O)N1CC(O)COc1ccc(Br)cc1 (stereo unspecified),3,-5,-1,4,-3,-2,2,-13
Cc1ncc(CN2CCC(C(=O)Nc3ccc(-n4cccn4)cc3)CC2)s1,0,4,0,8,1,-2,3,5
Cc1ccccc1NC(=O)c1ccccc1N(C)S(=O)(=O)c1ccccc1,2,5,2,-17,-3,2,-1,-4
N#Cc1ccc(COC(=O)CSc2nnc(C3CCCCC3)n2N)cc1,10,2,0,15,2,-2,-10,9
Cc1ccc(C2CC(c3cccs3)n3nc(N)nc3N2)cc1 (stereo unspecified),9,6,-4,0,3,-8,2,5
CCOC(=O)C1=C(O)CSC1=Nc1ccc(Cl)cc1,0,0,1,-4,0,3,-7,-30
Cc1cc(C(=O)Nc2nc3c(s2)CCCC3)no1,10,56*,2,-9,19,-7,63*,6
O=C(N/N=C/c1ccco1)c1cc2ccccc2o1,-92,-3,1,-3,-17,-1,-2,22

# Additional structures:
SMILES,SENP8 block-1,SENP7 inh,SENP1 inh,Apaf-1 inh,SENP8 block-2,HKDC1 inh,SENP6 block,PfGluPho inh
Cc1cc(CSc2ccc(Cl)cc2)ccc1N,18,/,1,/,/,-1,/,49
N#Cc1cnn(CC2CCCCC2)c1N,7,0,-27,-1,-7,-4,5,-2
CCOC(=O)c1ccc2ncc(C(=O)OCC)c(Nc3ccc(N4CCOCC4)cc3)c2c1,31,2,1,37,-3,13,-11,20
CC1CCCC(C)N1NC(=O)c1ccc(Cl)c(S(N)(=O)=O)c1 (stereo unspecified),1,-9,1,-2,10,-6,3,-19
CC(C)CN(C(=O)COC(=O)C(C)N1C(=O)c2ccccc2C1=O)c1c(N)n(Cc2ccccc2)c(=O)[nH]c1=O (stereo unspecified),3,-2,-1,6,7,-5,-2,-4

# Compound activity (PubChem BioAssay)
